From PubChem
ER stress rescue – rescue of cells from ER stress-induced death, primary screen, 384-well, CSM14.1, thapsigargin, ATP luminescence (AID 1222). CSM14.1 thapsigargin-induced death rescue, ATP luminescence; higher % means a stronger effect. cellular ATP content (survival), % at 20 µM; hits with a dose series show EC50 in µM. 190,000 tested, under 10 active;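 active means EC50 below 50 µM in the dose-response confirmation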;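 further: death triggered by thapsigargin at about 15 µM added after 2 h compound pretreatment; cell ATP read after overnight thapsigargin exposure of roughly 18 to 22 hours; normalized against plate controls of thapsigargin alone and 5% DMSO vehicle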
Salmonella PhoP GFP – inhibitors of PhoP regulon expression, primary screen, Salmonella Typhimurium, GFP reporter (AID 1863); S. Typhimurium PhoP-regulated promoter GFP reporter, 4 h; higher % means a stronger effect; one-dose inhibition, % at 50 µM; IC50 in µM for titrated hits; 300,000 compounds, 0.16% hits;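 active means inhibition over 29.93%, a cutoff 3 SD above the screen mean, later confirmed by dose response; inconclusive means inhibition over 29.93% but no dose response follow-up; inactive means inhibition at most 29.93% or unconfirmed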;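 further: 0% = low Mg2+ inducing control and 100% = high Mg2+ repressing control; strong numbers were not always called active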
West Nile antiviral – West Nile virus antiviral activity, cell-based, CPE readout (AID 1621); West Nile virus-infected cells, CPE inhibition; higher % means a stronger effect; CPE inhibition, % at 10 µM, or IC50 in µM where a hit was titrated; 290,000 compounds, 0.02% hits; in the data active means a potency from the dose series; inconclusive means CPE inhibition mostly from about 3.7% at the one dose, without a potency; inactive means the rest, 99 in 100 with CPE inhibition below about 2.2%; further: strong numbers were not always called active
Dengue-2 NS5 capping – Dengue-2 NS5 methyltransferase inhibitors, primary screen, biochemical, confirmation dose response (AID 588689); Genome polyprotein (Dengue virus type 2 (strain 16681-PDK53)); Dengue-2 NS5 methyltransferase capping enzyme assay, biochemical; higher % means a stronger effect; inhibition, % at 25 µM, or IC50 in µM where a hit was titrated; 340,000 compounds, 0.3% hits; in the data active means a potency from the dose series; inconclusive means inhibition above about 29% without an active follow-up result
LYP phosphatase – inhibitors of LYP phosphatase, biochemical, fluorescence intensity, uHTS (AID 1779) | Tyrosine-protein phosphatase non-receptor type 22 (Homo sapiens) | recombinant LYP phosphatase, fluorescence intensity; higher % means a stronger effect | inhibition, % at 11.5 µM; hits with a dose series show IC50 in µM | 290,000 compounds, 0.054% hits; in the data active means inhibition above about 50%;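 further: plate controls were vehicle with enzyme for no effect and no enzyme for full effect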
SV40 large T antigen – SV40 large T antigen inhibitors, biochemical (AID 1903); SV40 large T antigen ATPase/helicase inhibition assay; higher % means a stronger effect; inhibition, % at 20 µM, or IC50 in µM where a hit was titrated; 310,000 compounds, 0.39% hits; in the data active means a potency from the dose series; inconclusive means inhibition mostly from about 32% at the one dose, without a potency; inactive means the rest, 99 in 100 with inhibition below about 32%; further: strong numbers were not always called active
RSV CPE inhibition – RSV antiviral activity via CPE protection, HEp-2 cells, primary 10 µM value included (AID 2391); HEp-2 cells, RSV-induced CPE inhibition; higher % means a stronger effect; 310,000 compounds, 0.13% hits; CPE inhibition, % at 10 µM; hits with a dose series show IC50 in µM; in the data active means a potency from the dose series; inconclusive means CPE inhibition mostly from about 23% at the one dose, without a potency; inactive means the rest, 99 in 100 with CPE inhibition below about 21%; further: strong numbers were not always called active
GPR35 arrestin U2OS – GPR35 antagonists blocking zaprinast-driven arrestin recruitment, primary screen, imaging, U2OS, beta-arrestin-GFP, zaprinast agonist (AID 2058); G-protein coupled receptor 35 (Homo sapiens); U2OS GPR35 beta-arrestin-GFP translocation imaging, zaprinast antagonism; higher % means a stronger effect; inhibition, % at 10 µM; hits with a dose series show IC50 in µM; 290,000 compounds, 0.052% hits;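 active means inhibition of at least 50% with at least 30 cells and total cytoplasm GFP at most 10,000,000; inconclusive means under 30 cells or total GFP of 10,000,000 plus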
Rac1 GTP hydrolysis – MgcRacGAP GTPase-activating activity inhibitors, confirmation, biochemical, ADP Hunter fluorescence; one-dose inhibition, % at 30 µM; IC50 in µM for titrated hits; MgcRacGAP-stimulated Rac1 GTP hydrolysis, ADP Hunter fluorescence; higher % means a stronger effect; GST-tagged Rac1 F28L mutant substrate; AID 624330, 2012; 340,000 compounds, 0.6% hits;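 active means first-screen hits whose inhibition reached a set limit at any dose in the follow-up dose series; inconclusive means inhibition above the set first-screen limit but never retested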;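 further: fluorescence reports GDP produced by GAP-driven GTP hydrolysis; strong numbers were not always called active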
Dengue-2 NS5 capping pilot replicate – second read-out of Dengue-2 NS5 capping, no call of its own (marks repeat the call); inhibition, %; measured here: pilot screen replicate inhibition
* hit, by the source's call; ? = inconclusive; . = not tested or not shown.

SMILES | ER stress rescue | Salmonella PhoP GFP | West Nile antiviral | Dengue-2 NS5 capping | LYP phosphatase | SV40 large T antigen | RSV CPE inhibition | GPR35 arrestin U2OS | Rac1 GTP hydrolysis | others
COc1ccc(C2/C(=C(/O)c3ccccc3)C(=O)C(=O)N2C)c(OC)c1 (centres undefined) | . | 0% | 0.5% | 7% | -4% | 4% | 1.4% | 0% | 7%
COc1ccc(CNC(=O)C2CCC(CNc3c(N4CCCCC4)c(=O)c3=O)CC2)cc1 (centres undefined) | . | -11% | 0.1% | -11% | 3% | 16% | -0.2% | -8% | 2%
O=C(COC(=O)c1ccccc1NS(=O)(=O)c1cccs1)NC1CCCCC1 | -0.5% | 0% | -0.2% | 3% | -7% | 16% | 3.0% | -3% | 4%
COc1ccccc1N1CCN(CC(=O)Nc2sccc2C#N)CC1 | 0.6% | -5% | 0.1% | -4% | -4% | 10% | 3.5% | 6% | 10%
Cn1c(SCc2nc3ccccc3c(=O)[nH]2)nc2ccccc21 | -0.3% | -6% | 0.2% | . | -4% | 10% | 1.1% | 1% | 3%
O=S(=O)(Nc1ccccn1)c1ccc(Br)cc1 | . | 6% | -0.8% | 7% | -4% | -9% | -1.6% | 2% | 7%
Cc1ccccc1N=C/C=C1\N(C)c2ccccc2C1(C)C | -0.5% | -14% | ? | -2% | -6% | 7% | 20% | 5% | 5%
Cn1c(CC(=O)Nc2ccc(Cl)c(Cl)c2)nnc1SCC(=O)N1CCN(c2ccccc2)CC1 | -0.7% | 1% | 0.7% | -10% | -4% | 2% | . | 10% | 10%
Cc1csc2c(SCC(=O)NNC(=O)C(Cl)Cl)ncnc12 | . | -3% | 0.2% | . | -4% | 10% | 2.5% | 3% | .
CCC1CCCCN1CCCNC(=O)c1nn(C)c2c1CS(=O)(=O)c1ccccc1-2 (centres undefined) | . | 8% | -0.4% | 2% | -8% | 5% | -0.5% | 12% | 8%
O=C(Nc1ccc(O)cc1)c1cc(S(=O)(=O)N2CCCC2)ccc1Cl | -1.2% | -2% | -1.2% | -3% | -6% | 38% | -0.6% | 11% | ? | Dengue-2 NS5 capping pilot replicate=4.4
NS(=O)(=O)c1ccc(CCNC(=O)CCC2COc3ccccc3O2)cc1 (centres undefined) | -1.6% | 11% | 0.1% | -3% | -11% | 0% | 1.0% | -10% | 8%
O=C(c1c(F)cccc1F)N(Cc1ccccn1)C1CCCC1 | . | 29% | -0.5% | 10% | 3% | . | 1.0% | -12% | 9%
O=[N+]([O-])c1ccc(C2=NN(c3ccccc3)C(c3ccco3)C2)cc1 (centres undefined) | . | -7% | 0.0% | -36% | -2% | . | . | 29% | 14%
O=[N+]([O-])c1ccc(O)c(C=Nc2cccc3ccccc23)c1 | . | 6% | 1.9% | -2% | 0% | 8% | 1.9% | -5% | 17%

The list goes on; it opens with the 2 that closed the last part.
SMILES | ER stress rescue | Salmonella PhoP GFP | West Nile antiviral | Dengue-2 NS5 capping | LYP phosphatase | SV40 large T antigen | RSV CPE inhibition | GPR35 arrestin U2OS | Rac1 GTP hydrolysis | others
O=[N+]([O-])c1ccc(C2=NN(c3ccccc3)C(c3ccco3)C2)cc1 (centres undefined) | . | -7% | 0.0% | -36% | -2% | . | . | 29% | 14%
O=[N+]([O-])c1ccc(O)c(C=Nc2cccc3ccccc23)c1 | . | 6% | 1.9% | -2% | 0% | 8% | 1.9% | -5% | 17%
CCCCN(Cc1ccco1)S(=O)(=O)c1csc(C(N)=O)c1 | . | -3% | -0.1% | -8% | -7% | -8% | 0.1% | -8% | 1%
O=C(Nc1ccc(Cl)cc1)c1ccc2c(c1)S(=O)(=O)c1ccccc1C2=O | . | . | -0.4% | -2% | . | 4% | 0.7% | . | 6%
CCOc1ccc(-n2c(=O)c3sccc3n(Cc3ccc(C)cc3)c2=O)cc1 | -7.1% | 4% | -0.7% | -8% | 7% | 17% | 2.6% | 1% | 10%
O=C(c1cccc(NS(=O)(=O)c2ccc(F)cc2)c1)N1CCN(c2ccccc2)CC1 | . | -5% | . | -6% | . | 1% | 0.6% | . | -8%
CC(C)c1ccc(NC(=O)C2CC(=O)N=C(N)S2)cc1 (centres undefined) | -3.3% | -32% | 0.2% | -9% | -4% | 15% | 1.4% | 18% | 13%
COc1ccc2cc(C#N)c(SCC(=O)N3CC(=O)Nc4ccccc43)nc2c1 | . | -5% | -0.1% | 4% | -11% | 13% | 3.0% | -13% | 11%
Cc1ccc(N2C(N)=C(C#N)C3(C(=O)N(C)c4ccccc43)C3=C2CC(C)(C)CC3=O)cc1Cl (centres undefined) | -2.7% | 8% | -0.6% | 1% | 7% | -12% | 0.8% | -8% | 44%
CCN(C(=O)CCN1C(=O)/C(=C/c2ccccc2)SC1=S)C1CCS(=O)(=O)C1 (centres undefined) | . | 5% | ? | -18% | -9% | 10% | 2.6% | -6% | 11%
CC(C)(C)C(=O)CSc1nc(N)cc(=O)[nH]1 | -2.3% | -11% | 0.0% | -6% | -4% | 13% | 0.7% | -3% | 9%
N#CC1=C(SCC(=O)NC2CC2)NC(=O)C(C#N)C12CCCCC2 (centres undefined) | 1.1% | 3% | -0.1% | -6% | -5% | 2% | 0.6% | -6% | 3%
C/C=C/c1ccc(OCC(=O)OCC)c(OC)c1 | 2.9% | 1% | 0.5% | -8% | -1% | 10% | 0.5% | -18% | 5%
Cc1ccccc1C(=O)Nc1ccccc1Sc1ccccc1 | -1.0% | 2% | 0.6% | -6% | 6% | 0% | -0.2% | -2% | 13%
CCN(CC)C(=O)CSc1nc2ncc(Br)cc2[nH]1 | -1.1% | -1% | -0.2% | . | -4% | 23% | 0.0% | 23% | 1%
COCCn1c(SC(C)C(=O)Nc2ccc(Cl)cn2)nnc1-c1ccncc1 (centres undefined) | 0.8% | 0% | -0.4% | 1% | -3% | 0% | -1.2% | 20% | 5%
Cc1cccc(-c2nnn(Cc3nnc(NC(=O)c4ccccc4)s3)n2)c1 | -0.4% | 5% | 0.4% | -6% | -8% | 15% | 1.0% | 4% | 2%
CC(=O)N1N=C(c2cccs2)CC1c1cccc([N+](=O)[O-])c1 (centres undefined) | -0.4% | -5% | -1.1% | -3% | -1% | 7% | 0.7% | 0% | 4%
CCOC(=O)/C(N=Nc1c(C)n(C)n(-c2ccccc2)c1=O)=C(\C)O | 0.3% | -8% | 1.4% | -4% | -6% | 3% | 1.1% | 6% | 5%
O=C(N/N=C/c1ccc([N+](=O)[O-])o1)c1sc2ccccc2c1Cl | . | -16% | 0.6% | 7% | -2% | 12% | 4.7% | 6% | -9%
Cc1c(NC(=O)/C(=C/c2cccs2)NC(=O)c2ccccc2)c(=O)n(-c2ccccc2)n1C | 2.5% | 4% | 1.4% | -4% | -1% | -4% | 3.6% | 1% | -3%
Cc1cccn2c(=O)c3cc(C(=O)NCCN4CCOCC4)c(=N)n(Cc4cccnc4)c3nc12 | . | -5% | -0.3% | -5% | -25% | 8% | ? | 0% | -2%
CCC(C)[C@H]1COCCS(=O)(=O)N1Cc1ccccc1F (some centres undefined) | . | -10% | -0.9% | 0% | -11% | 9% | 0.2% | 3% | 8%
COc1ccc(CC(=O)Nc2cccc(SC)c2)cc1OC | -1.4% | -5% | -1.2% | 4% | -7% | 1% | . | -6% | 3%
CCCc1nnc(NC(=O)CN2CCN(C)CC2)s1 | -0.1% | -11% | 0.7% | -3% | 29% | 7% | 0.5% | -2% | 9%
CCOc1ccc(-c2c(C(=O)N/N=C(\C)c3cccnc3)nnn2-c2nonc2N)cc1 | . | -8% | 0.3% | -6% | -11% | 5% | 2.8% | 7% | -5%
Cc1sc(NC(=O)CSc2nnnn2C)c(C#N)c1C | 0.5% | -3% | -0.6% | -1% | -4% | 12% | 4.0% | 10% | 0%
CCN1C(=O)CC(N2CCN(c3ccc(C(=O)c4ccncc4)cc3)CC2)C1=O (centres undefined) | -2.9% | 2% | -0.5% | -4% | -1% | 11% | 0.2% | 0% | -2%
COc1cccc(C2N=C(c3ccccc3C)NO2)c1OC (centres undefined) | . | 8% | 0.0% | -7% | -6% | 4% | 0.7% | 13% | -2%
Fc1ccccc1-c1nc(-c2ccccc2)no1 | -0.2% | -2% | 0.4% | 3% | -4% | -1% | 1.4% | -3% | 6%
CCOc1ccccc1NC(=S)N1CCN(c2nc(-c3ccc(F)cc3)cs2)CC1 | 10% | 1% | -1.4% | -10% | 1% | 10% | 19% | 0% | 6%
COc1ccc(C(c2oc(CO)cc(=O)c2O)c2oc(CO)cc(=O)c2O)cc1 | 0.6% | 8% | 0.1% | -3% | -8% | 3% | 0.2% | -8% | -2%
O=C(c1cc(Cl)ccc1F)N1CCCC(Nc2ccc3c(c2)OCCO3)C1 (centres undefined) | . | -4% | -0.5% | -6% | -5% | ? | 1.4% | 0% | 30%
CCOC(=O)c1cnc2c(-c3ccccc3)c(C)nn2c1N | 0.9% | -4% | 1.3% | -2% | -6% | 1% | 1.8% | -3% | 6%

In the list so far, these contain two or more sulfur atoms:
SMILES | ER stress rescue | Salmonella PhoP GFP | West Nile antiviral | Dengue-2 NS5 capping | LYP phosphatase | SV40 large T antigen | RSV CPE inhibition | GPR35 arrestin U2OS | Rac1 GTP hydrolysis | others
O=C(COC(=O)c1ccccc1NS(=O)(=O)c1cccs1)NC1CCCCC1 | -0.5% | 0% | -0.2% | 3% | -7% | 16% | 3.0% | -3% | 4%
Cc1csc2c(SCC(=O)NNC(=O)C(Cl)Cl)ncnc12 | . | -3% | 0.2% | . | -4% | 10% | 2.5% | 3% | .
CCCCN(Cc1ccco1)S(=O)(=O)c1csc(C(N)=O)c1 | . | -3% | -0.1% | -8% | -7% | -8% | 0.1% | -8% | 1%
CCN(C(=O)CCN1C(=O)/C(=C/c2ccccc2)SC1=S)C1CCS(=O)(=O)C1 (centres undefined) | . | 5% | ? | -18% | -9% | 10% | 2.6% | -6% | 11%
Cc1sc(NC(=O)CSc2nnnn2C)c(C#N)c1C | 0.5% | -3% | -0.6% | -1% | -4% | 12% | 4.0% | 10% | 0%
CCOc1ccccc1NC(=S)N1CCN(c2nc(-c3ccc(F)cc3)cs2)CC1 | 10% | 1% | -1.4% | -10% | 1% | 10% | 19% | 0% | 6%
